TRb-SRC2 inh: disrupts binding of human TR beta to SRC2; P10828; Potency, µM (series often up to 106 µM), inactives show top-dose activity change, negative = inhibition, actives largely listed as inhibitors; actives 0.065% (n = 280,000); TRbeta-SRC2 peptide binding, fluorescence polarization; receptor liganded with 1 µM T3;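 further: potency means the concentration at half of the fitted maximal effect; plate controls were bound peptide for no effect and peptide without receptor for full effect; nearly all actives have a fitted effect of over 50% in size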
Target sequence (P10828 whole entry, looked up): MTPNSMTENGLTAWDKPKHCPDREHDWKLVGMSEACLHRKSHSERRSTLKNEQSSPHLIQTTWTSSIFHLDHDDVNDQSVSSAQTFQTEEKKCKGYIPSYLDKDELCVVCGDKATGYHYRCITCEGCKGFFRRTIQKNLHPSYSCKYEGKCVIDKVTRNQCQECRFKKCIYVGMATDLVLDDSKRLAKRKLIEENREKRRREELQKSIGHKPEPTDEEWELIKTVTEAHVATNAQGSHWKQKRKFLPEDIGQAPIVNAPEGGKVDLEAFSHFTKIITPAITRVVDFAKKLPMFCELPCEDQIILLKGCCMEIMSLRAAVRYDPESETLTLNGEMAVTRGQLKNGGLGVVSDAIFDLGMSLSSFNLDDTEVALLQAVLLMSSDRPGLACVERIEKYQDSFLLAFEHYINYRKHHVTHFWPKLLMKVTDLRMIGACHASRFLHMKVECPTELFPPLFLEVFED
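Fluorescence polarization of 20 nM Texas Red SRC2 peptide (20-aa NR interaction domain) bound to 0.6 uM human TRb ligand-binding domain, with 1 uM T3, after 5 hr at ambient temperature; inhibition seen as decreased polarization.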
CBFb-RUNX1 inh: blocks binding between human CBF-beta and RUNX1 | Potency, µM (doses to about 59.8 µM), without a hit: at the top dose activity, negative = inhibition, hits mostly inhibitors | AlphaScreen CBFb-His/RUNX1-biotin binding, biochemical | 230,000 tested, under 10 active | Q01196+Q13951; further: % of control where 0% means no effect
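AlphaScreen binding: CBFb-His and RUNX1-biotin (30 nM each) preincubated 20 min, compound added for 15 min, then nickel and streptavidin beads for 90 min, all at room temperature. Disruption of the interaction by any mechanism counts as activity.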
Epigenetic derep: regulators of epigenetic silencing causing reporter derepression in mouse cells | actives 0.2% (n = 280,000) | Potency, µM (series often up to 53.9 µM), for the others: at the highest dose GFP activation, most hits filed as activators | murine LDR cells, GFP reporter derepression, 30 h; further: potency means the concentration at half of the fitted maximal effect; % of control where 0% means no effect; nearly all actives have a fitted effect of over 60% in size
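GFP-positive cell count by laser-scanning cytometry (objects 20–120 um) after 30 h, 37 C compound exposure of murine LDR cells; reporter is CMV-GFP integrated at a silenced locus, inducible by HDAC or DNMT inhibitors.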
TR SRC2 fluor cs: counter-screen for TRb-SRC2 inhibitors: fluorescence interference | TRb/SRC2 Texas Red total fluorescence interference | Potency, µM (highest dose often 106 µM), without a hit: top-dose fluorescence change, negative = quenching | actives 0.29% (n = 280,000); active means well fitted curve in either direction with a large enough effect; inconclusive means small, poorly fitted or top-dose-only effect; further: potency means the concentration at half of the fitted maximal effect; on the % scale 0 is the no-effect control and ±100 the full control effect
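Human TRβ ligand-binding domain (0.6 uM) and Texas Red SRC2 peptide (20 nM) in Tris buffer with 1 uM T3 and 5% DMSO were incubated with pinned compound for 5 hr at ambient temperature. Total fluorescence was computed as S + 2P (555/632 nm).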
NPSR antag: blocks cAMP signaling of the human neuropeptide S receptor; actives 1% (n = 220,000); CHO-NPSR cells, cAMP TR-FRET, antagonist mode; Potency, µM (series often up to 38.3 µM), without a hit: top-dose activity change, negative = inhibition, usual class: inhibitors; Q6W5P4; further: potency means the concentration at half of the fitted maximal effect; on the % scale 0 is the no-effect control and ±100 the full control effect; nearly all actives have a fitted effect of over 50% in size; many of its hits are not listed in these tables
Target sequence (Q6W5P4 whole entry, looked up): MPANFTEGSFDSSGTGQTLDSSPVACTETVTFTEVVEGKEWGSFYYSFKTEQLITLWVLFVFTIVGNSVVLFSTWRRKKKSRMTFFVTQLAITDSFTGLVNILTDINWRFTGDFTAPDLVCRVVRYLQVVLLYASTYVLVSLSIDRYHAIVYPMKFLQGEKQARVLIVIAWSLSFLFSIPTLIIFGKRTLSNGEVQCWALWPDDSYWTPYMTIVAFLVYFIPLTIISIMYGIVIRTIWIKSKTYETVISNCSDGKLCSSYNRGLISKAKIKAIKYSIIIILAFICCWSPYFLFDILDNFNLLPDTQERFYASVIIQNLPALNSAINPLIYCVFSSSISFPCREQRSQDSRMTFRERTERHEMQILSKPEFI
Tau fluor counter: counter-screen for tau fibril formation inhibitors; actives 0.93% (n = 280,000); tau K18 P301L (four-repeat tau fragment) Alexa594 fluorescence, heparin fibrillization; Potency, µM (series often up to 57.7 µM), for the others: at the highest dose activity change, negative = decrease; further: potency means the concentration at half of the fitted maximal effect; on the % scale 0 is the no-effect control and ±100 the full control effect; nearly all actives have a fitted effect of over 55% in size
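Human K18 P301L tau (15 uM unlabeled plus 0.24 uM Alexa 594-labeled, final) in 100 mM sodium acetate pH 7 was mixed with compound and 20 uM heparin and incubated 6 hr at 37 C.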
Tau fibril FP: inhibitors of human tau fibril formation; AID 1468; P10636; K18 P301L tau heparin fibrillization, Alexa594 FP, 6 h; actives 0.39% (n = 280,000); Potency, µM (series often up to 57.7 µM), without a hit: top-dose activity, negative = inhibition, usual class: inhibitors; further: potency means the concentration at half of the fitted maximal effect; on the % scale 0 is the no-effect control and ±100 the full control effect; nearly all actives have a fitted effect of over 55% in size
Target sequence (P10636 561-689 P618L limits assumed): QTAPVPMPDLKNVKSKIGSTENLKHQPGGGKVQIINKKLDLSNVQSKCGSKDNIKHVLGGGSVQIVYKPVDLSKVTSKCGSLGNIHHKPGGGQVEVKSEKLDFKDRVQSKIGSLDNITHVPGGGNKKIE
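Recombinant K18 P301L […], labeled with Alexa 594 at 0.24 uM over 15 uM unlabeled; heparin inducer 20 uM final; 37 C, 6 hr; FP endpoint.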
GLA spleen mod: alpha-galactosidase A (human) modulation | actives 0.008% (n = 240,000) | P06280 | AID 2107 | human spleen homogenate, 4MU-alpha-Gal fluorescence, 40 min | Potency, µM (top dose mostly 80 µM), without a hit: at the highest dose activity change, negative = inhibition, actives largely listed as inhibitors;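 further: potency means the concentration at half of the fitted maximal effect; 0% = enzyme with vehicle and -100% = no enzyme basal signal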
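Human spleen homogenate (1 ug) was the enzyme source, with 4-methylumbelliferyl-alpha-D-galactopyranoside (1 mM final) in pH 5.0 citrate buffer with 0.01% Tween-20. Compounds were titrated; after 40 min at 37C, NaOH/glycine stop, 4-MU fluorescence read; AC50 from Hill fits.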
* hit, by the source's call; u = inconclusive; x = no result given; & = joins results of further samples; [ ] = remark or other dose. Unless noted, the call rests on the fitted dose curve; in most records, active means well fitted curve in the direction sought with a large enough effect; inconclusive means small, poorly fitted or top-dose-only effect, or another doubt; inactive means no such curve, though single readings can be large; an effect the other way counts as inactive or inconclusive. This is a subset; count on the stated rates, not on these rows.

Start of the listing, in advance (7 entries):
structure,TRb-SRC2 inh,CBFb-RUNX1 inh,Epigenetic derep,TR SRC2 fluor cs,NPSR antag,Tau fluor counter,Tau fibril FP,GLA spleen mod
Cc1ccc(N2C(=O)C3CCC(C)(C2=O)C3(C)C)cc1C (stereo not given),4%,8%,1.9%,-2%,3%,-10%,4%,4%
C=C(C)c1cccc(C(C)(C)NC(=O)N2CCOCC2)c1,-3%,6%,2.3%,0%,-8%[46.1 µM],1%,-1%,-3%
CN(C)c1ccc(CNC(=O)c2cc3ccccn3n2)cc1,6%,x,-2.7%,-2%,x,-24%,-12%,x
CCCCN(CCCNC(=O)C1CCN(S(=O)(=O)N2CCOCC2)CC1)Cc1ccccc1,3%,5%,1.0%,6%,-4%[46.1 µM],-15%,-7%,10%
O=C1OCCC=C1[C@@H](O)CCc1ccccc1,-4%[11.2 µM],0%[13.1 µM],0.0%[10.1 µM],2%[11.2 µM],x,-6%[11.6 µM],-3%[11.6 µM],0%[17.5 µM]
O=C(CSc1nnnn1C1CCCCC1)NCc1ccccc1,-20%,13%,0.9%,-4%,-1%[46.1 µM],-4%,-1%,-1%
Nc1nc(SCCO)[nH]c(=O)c1NC(=O)c1ccccc1F,-2%,3%,1.1%,-1%,8%,3%,-4%,0%

All compounds of this part, from the first entry:
structure,TRb-SRC2 inh,CBFb-RUNX1 inh,Epigenetic derep,TR SRC2 fluor cs,NPSR antag,Tau fluor counter,Tau fibril FP,GLA spleen mod
Cc1ccc(N2C(=O)C3CCC(C)(C2=O)C3(C)C)cc1C (stereo not given),4%,8%,1.9%,-2%,3%,-10%,4%,4%
C=C(C)c1cccc(C(C)(C)NC(=O)N2CCOCC2)c1,-3%,6%,2.3%,0%,-8%[46.1 µM],1%,-1%,-3%
CN(C)c1ccc(CNC(=O)c2cc3ccccn3n2)cc1,6%,x,-2.7%,-2%,x,-24%,-12%,x
CCCCN(CCCNC(=O)C1CCN(S(=O)(=O)N2CCOCC2)CC1)Cc1ccccc1,3%,5%,1.0%,6%,-4%[46.1 µM],-15%,-7%,10%
O=C1OCCC=C1[C@@H](O)CCc1ccccc1,-4%[11.2 µM],0%[13.1 µM],0.0%[10.1 µM],2%[11.2 µM],x,-6%[11.6 µM],-3%[11.6 µM],0%[17.5 µM]
O=C(CSc1nnnn1C1CCCCC1)NCc1ccccc1,-20%,13%,0.9%,-4%,-1%[46.1 µM],-4%,-1%,-1%
Nc1nc(SCCO)[nH]c(=O)c1NC(=O)c1ccccc1F,-2%,3%,1.1%,-1%,8%,3%,-4%,0%
N#CC(c1ccc(O)cc1)N1CCOCC1 (stereo not given),-6%,0%,-1.0%,-1%,3%[46.1 µM],-2%,-6%,5%
CCOc1ccc(-c2nc(N)ncc2Oc2ccc(OC)cc2)c(O)c1,4%,-17%,2.4%,-1%,25%,u,u,1%
COC(=O)c1ccccc1NC(=O)CSc1cc(-c2ccccc2)nc(C)n1,1%,x,-1.6%,10%,x,-13%,-8%,x
COc1ccc(-c2oc(NC(=O)CCl)c(C#N)c2-c2ccc(OC)cc2)cc1,0%,-6%,1.0%,-5%,u,16µM*[quencher],-15%,-1%
CC1=NNC(=O)/C1=C\c1cn(-c2ccccc2)nc1-c1ccc(Cl)cc1,7%,1%,-0.3%,0%,2.5µM*,-17%,0%,-4%

Other compounds:
structure,TRb-SRC2 inh,CBFb-RUNX1 inh,Epigenetic derep,TR SRC2 fluor cs,NPSR antag,Tau fluor counter,Tau fibril FP,GLA spleen mod
COc1ccc(CCNC(=O)c2cccnc2)cc1OC,-10%,5%,1.3%,1%,-3%[46.1 µM],4%,0%,-6%
COc1ccc(N2C(=O)CC(Sc3n[nH]c(-c4ccccc4)n3)C2=O)cc1 (stereo not given),8%,11%,-2.4%,-1%,7%,-14%,10%,0%
COc1cc(/C=N/NC(=O)C(Cc2c[nH]c3ccccc23)NC(=O)OCC(C)C)cc([N+](=O)[O-])c1O (stereo not given),-4%,-24%,2.8%,-2%,-25%,-27%,12%,0%
CCN(C(=O)Cn1c(C(=O)OC)cc2sccc21)c1cccc(C)c1,1%,x,1.1%,-9%,x,-10%,-5%,x
COc1ccc2c(c1)CCc1c(C(=O)Nc3ccc(OC)c(OC)c3)noc1-2,3%,-1%,-1.1%,-1%,6%[46.1 µM],-13%,-6%,13%
O=C(N/N=C/c1ccc(OC(F)F)cc1)c1cccc(S(=O)(=O)N2CCOCC2)c1,-11%,8%,-0.5%,-3%,-1%,5%,-3%,-8%
CCOC(=O)c1c(-c2cccs2)csc1NC(=O)CN1CCOCC1,-3%,6%,0.0%,2%,-22%[46.1 µM],-6%,3%,-4%
O=c1c2ccccc2nnn1Cc1ccc2ccccc2c1,-1%,13%,-7.2%,-2%,47%,-28%,-7%,-8%
Cc1ccc(SCC(=O)Nc2ccc3oc(-c4cccc(C)c4)nc3c2)cc1,2%,x,-3.2%,u,x,-21%,u,x
Cc1ccc(S(=O)(=O)Cc2ccc(C(=O)N3CCN(c4cccc(Cl)c4)CC3)o2)cc1,4%,x,4.8%,-2%,x,-24%,-6%,x
Cc1cccc(NC(=S)Nc2ccc(Cl)c(Cl)c2)c1,0%,5%,-0.1%,1%,-14%,u,u,-11%
Clc1ccccc1CSc1nnc(-c2ccncc2)o1,-3%,-1%,13%,-6%,-10%[46.1 µM],-11%,-2%,-14%

(listing goes on)
structure,TRb-SRC2 inh,CBFb-RUNX1 inh,Epigenetic derep,TR SRC2 fluor cs,NPSR antag,Tau fluor counter,Tau fibril FP,GLA spleen mod
Cc1ccccc1NC(=S)N(Cc1ccco1)C(C)c1cccs1 (stereo not given),-5%,-5%,1.4%,0%,-33%,-9%,-7%,5%
COc1ccc(C2C(C(=O)c3cccs3)=C(O)C(=O)N2c2cccc(C)n2)cc1 (stereo not given),4%,2%,0.3%,-1%,-27%,7%,1%,-9%
COc1cc(NC(=O)CSc2nc(C)cs2)cc(OC)c1,-24%,-2%,3.2%,-3%,4%[46.1 µM],0%,-10%,16%
CCN(C(=O)Cn1nc(C(=O)O)c2ccccc2c1=O)C1CCCCC1,-6%,-1%,0.0%,-2%,5%,0%,3%,0%
O=C(NCCC1=CCCCC1)c1ccc(F)cc1,-5%[53 µM],10%,-1.3%,-1%[53 µM],13%,10%,1%,5%
O=C(NC1CCCCC1)C(c1ccccc1)N(Cc1ccco1)C(=O)Cn1cnc2ccccc21 (stereo not given),-13%,2%,1.2%,-1%,-24%[46.1 µM],3%,4%,-7%
O=C1c2ccccc2C(=O)N1CN(C(=O)COc1ccccc1)c1ccc(F)cc1,0%,12%,4.0%,-4%,-7%,-22%,1%,-4%
O=C(Nc1nnc(C(F)(F)F)s1)c1c(F)cccc1F,-8%,5%,0.5%,-1%,24%,-17%,0%,-7%
CCCNC(=S)Nc1ccc(Cl)cc1Cl,7%,5%,-1.8%,-1%,12%,3%,-7%,4%
N#CCC(=O)NC(=O)NCC1CC1,9%&-4%,11%,2.8%&3.4%,-7%&0%,17%,-7%&0%,-2%&12%,15%&3%
O=C(COC(=O)c1ccccn1)NCc1ccccc1Cl,-5%,11%,0.0%,-3%,19%,5%,11%,2%
COc1ccccc1-c1cc(C(F)(F)F)nc(S(C)(=O)=O)n1,-4%,0%,-4.8%,-1%,7.9µM*,-2%,8%,23%

Further entries follow.
structure,TRb-SRC2 inh,CBFb-RUNX1 inh,Epigenetic derep,TR SRC2 fluor cs,NPSR antag,Tau fluor counter,Tau fibril FP,GLA spleen mod
Cc1cc(C)nc(SCC(=O)NNC(=O)c2ccccc2C)n1,0%,4%,-1.2%,0%,17%,2%,3%,2%
CC(C)(C)C1CCC(=NNC(=O)C(=O)NCc2ccco2)CC1 (stereo not given),1%,6%,1.3%,2%,7%,-7%,-1%,0%
COc1ccccc1NC=C1C(=O)OC2(CCCCC2)OC1=O,-4%,2%,7.3%,-7%,u,-9%,-3%,-9%
Cc1cc(C)n(-c2nc(C)c(C)c(=O)n2CC(=O)Nc2ccc([N+](=O)[O-])cc2)n1,-3%,x,1.4%,2%,x,-26%,u,x
CCOC(=O)c1c(NC(=O)/C=C/c2ccc(OCC)cc2)sc(C)c1C,6%,x,1.2%,-3%,x,-11%,-3%,x
O=C(O)c1cc(-c2cccnc2)nc2ccc(Br)cc12,4%,-1%,0.0%,-3%,5µM*,-2%,-1%,-1%
Clc1ccc(CCNC(c2nnc(-c3ccccc3)o2)c2ccccc2Cl)cc1 (stereo not given),-1%,x,-0.3%,0%,x,-6%,-3%,x
N#C/C(=N\Nc1ccccc1Cl)C(=O)c1ccccc1,-1%,-27%,0.0%,-3%,3%[46.1 µM],-22%,u,7%
Fc1ccc(CNn2cnnc2SCc2ccc(F)cc2)cc1,-1%,2%,-1.0%,1%,18%[46.1 µM],-3%,0%,2%
C=CCSc1nnc(NC(=O)c2nc(SCC)ncc2Cl)s1,4%,-2%,0.8%,2%,-12%[46.1 µM],-11%,-7%,3%
O=C(CN1CCCCCC1)Nc1ccc(F)c(F)c1F,-6%,-2%,-1.0%,1%,-3%[46.1 µM],-6%,1%,-11%
CSc1ccc(C(=O)C2CCCN(S(=O)(=O)c3c(C)noc3C)C2)cc1 (stereo not given),3%,6%,2.4%,-1%,-15%,-18%,-3%,1%

The results go on.
structure,TRb-SRC2 inh,CBFb-RUNX1 inh,Epigenetic derep,TR SRC2 fluor cs,NPSR antag,Tau fluor counter,Tau fibril FP,GLA spleen mod
Cc1cc(C)c(S(C)(=O)=O)c(Oc2ccccc2C)n1,-1%,-4%,-2.7%,-2%,-10%[46.1 µM],-3%,0%,7%
O=c1[nH]nc(Cc2ccc(-c3cccc(Cl)c3)o2)c2ccccc12,0%,1%,0.6%,-2%,-16%[46.1 µM],-16%,-6%,-3%
CCn1c(SCC(=O)Nc2sc(C)c(C)c2C#N)nnc1C(C)C,-3%,2%,-1.0%,-5%,-17%[46.1 µM],-13%,-2%,0%
COc1ccc2c(C)cc(SCC#N)nc2c1,-20%,7%,1.8%,2%,10%[46.1 µM],-13%,-3%,-1%
Cc1cc(C)cc(NC(=O)Cn2cc(S(=O)(=O)NC(C)(C)C)c(S(=O)(=O)NC(C)(C)C)c2)c1,6%,x,-1.3%,-1%,x,u,-8%,x
